Compound activity from PubChem.
CHRM4 PAM = human M4 muscarinic receptor positive allosteric modulators, primary screen, CHO-K1 cells, Fluo-8 calcium fluorescence | activation, % at 3 µM | AID 624126, 2012 | Muscarinic acetylcholine receptor M4 (Homo sapiens), P08173 | 0.4% of 360,000 active | CHO-K1 hM4/Gqi5, ACh EC20; 0% = ACh EC20, 100% = maximal ACh;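 active = activation above its plate's cutoff, the mean activation of sample wells plus 3 SD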; note: some results filed as inactive read as strong as hits
Target sequence (P08173 whole entry, looked up): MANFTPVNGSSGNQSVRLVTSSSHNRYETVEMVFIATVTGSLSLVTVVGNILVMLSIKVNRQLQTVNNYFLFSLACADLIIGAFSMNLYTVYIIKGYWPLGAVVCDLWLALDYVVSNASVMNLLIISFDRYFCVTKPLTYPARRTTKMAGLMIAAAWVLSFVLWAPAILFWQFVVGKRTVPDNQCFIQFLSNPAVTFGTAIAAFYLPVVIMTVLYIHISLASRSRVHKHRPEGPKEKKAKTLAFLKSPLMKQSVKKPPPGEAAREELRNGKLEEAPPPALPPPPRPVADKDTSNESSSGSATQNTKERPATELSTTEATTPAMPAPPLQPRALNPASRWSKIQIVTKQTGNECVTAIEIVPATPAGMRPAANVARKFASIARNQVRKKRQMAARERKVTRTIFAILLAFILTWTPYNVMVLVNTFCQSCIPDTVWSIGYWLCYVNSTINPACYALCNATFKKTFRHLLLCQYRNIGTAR
CHRM1 PAM = human M1 muscarinic receptor positive allosteric modulators, primary screen, CHO-K1 cells, Fluo-8 calcium fluorescence, 1536-well | 0.088% of 360,000 active | Muscarinic acetylcholine receptor M1 (Homo sapiens), P11229 | activation, % at 3 µM | CHO-K1 hM1, ACh EC20; 0% = ACh EC20, 100% = maximal ACh | AID 588819, 2011; in the data active = activation above about 19%, passing the limit was not always enough
M5 antag = human M5 muscarinic receptor antagonists, primary screen, CHO cells, Fluo-8 calcium fluorescence. CHO-hM5 cells, ACh EC80. Muscarinic acetylcholine receptor M5 (Homo sapiens), P08912. 0.59% of 360,000 active. inhibition, % at 3 µM;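 active = inhibition above a per-plate cutoff, the mean of that plate's test compounds plus 3 SD, cut at about 27% in these data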;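 note: 0% = acetylcholine EC80 with DMSO and 100% = DMSO without agonist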
Target sequence (P08912 whole entry, looked up): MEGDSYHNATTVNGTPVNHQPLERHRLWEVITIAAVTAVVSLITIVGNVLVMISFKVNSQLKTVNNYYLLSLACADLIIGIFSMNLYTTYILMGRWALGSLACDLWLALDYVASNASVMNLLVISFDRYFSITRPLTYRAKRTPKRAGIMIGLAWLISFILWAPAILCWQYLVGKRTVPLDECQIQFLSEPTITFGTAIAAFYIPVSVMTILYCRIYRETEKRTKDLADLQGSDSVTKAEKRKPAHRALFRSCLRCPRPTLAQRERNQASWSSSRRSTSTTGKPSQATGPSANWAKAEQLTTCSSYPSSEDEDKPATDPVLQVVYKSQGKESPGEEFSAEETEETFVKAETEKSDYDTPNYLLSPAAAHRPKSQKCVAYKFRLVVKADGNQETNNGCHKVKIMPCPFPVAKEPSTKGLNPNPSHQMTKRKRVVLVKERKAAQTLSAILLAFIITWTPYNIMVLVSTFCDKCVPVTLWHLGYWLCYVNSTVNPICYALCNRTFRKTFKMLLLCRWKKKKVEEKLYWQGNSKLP
M5 ag = human M5 muscarinic receptor agonists, primary screen, CHO-K1 cells, Fluo-8 calcium fluorescence; CHO-K1 hM5 cells; 0% DMSO wells, 100% maximal acetylcholine response; activation, % at 3 µM; 0.19% of 360,000 active; Muscarinic acetylcholine receptor M5 (Homo sapiens), P08912;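 active = activation above the run's mean over test compounds plus 3 SD, cut at about 23% in these data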;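 note: signal is peak over basal fluorescence ratio across the kinetic read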
CRFBP-R2 agonist = agonists of CRF-BP/CRF-R2 complex, primary screen, cell-based, HEK293, calcium dye fluorescence, uHTS. CRF-binding protein / CRF receptor 2 complex (human). calcium dye fluorescence (FLIPR); percent of saturating CRF peptide response. activation, % at 13.2 µM. 0.46% of 350,000 active;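 active = activation of at least 50%, plus an integration ratio under a set limit after plate pattern correction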;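 note: plate controls were neutral control wells without compound for no effect and CRF at EC100 for full effect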
CHRM5 PAM = human M5 muscarinic receptor positive allosteric modulators, primary screen, CHO-K1 cells, Fluo-8 calcium fluorescence | Muscarinic acetylcholine receptor M5 (Homo sapiens), P08912 | CHO-K1 hM5, ACh EC20 PAM; 0% = ACh EC20, 100% = ACh EC100 | activation, % at 3 µM | 0.3% of 360,000 active | AID 624038, 2012;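 active = activation above the run cutoff, the mean activation of all test compounds plus 3 SD, cut at about 18% in these data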
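Assay system: CHO-K1 hM5 cells / Incubation: Fluo-8 loading 80 min at 37 °C plus 30 min room temperature / Technique: Fluo-8 calcium dye fluorescence, kinetic read / Repeats: single replicate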
M4 antag = human M4 muscarinic receptor antagonists, primary screen, CHO cells, Fluo-8 calcium fluorescence | Muscarinic acetylcholine receptor M4 (Homo sapiens), P08173 | CHO-hM4 cells, ACh EC80 | inhibition, % at 3 µM | 0.73% of 360,000 active | AID 624125, 2012;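 active = inhibition above its plate's cutoff, the mean inhibition of sample wells plus 3 SD, cut at about 27% in these data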;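 note: 0% = acetylcholine EC80 with DMSO and 100% = DMSO without agonist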
CHRM4 agonist = human M4 muscarinic receptor agonists, primary screen, CHO-K1 cells, Fluo-8 calcium fluorescence. Muscarinic acetylcholine receptor M4 (Homo sapiens), P08173. CHO-K1 hM4/Gqi5; vehicle 0%, full acetylcholine response 100%. activation, % at 3 µM. 0.14% of 360,000 active. AID 624127, 2012;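 active = activation above the run mean over all test wells plus 3 SD, cut at about 32% in these data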;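 note: peak over basal fluorescence ratio per well then scaled between controls; 0% = DMSO wells and 100% = acetylcholine at EC100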
CRFR2-BP antag = antagonists of CRF-BP/CRF-R2 complex, primary screen, cell-based, HEK293, calcium dye fluorescence, uHTS | CRF-induced calcium fluorescence | inhibition, % at 11.8 µM | 0.59% of 350,000 active;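 active = inhibition of the ligand-induced calcium signal above about 50% at the single tested concentration, limit read from the data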
The depositor's hits bear a star; . = not tested or not shown.

CHRM4 PAM	CHRM1 PAM	M5 antag	M5 ag	CRFBP-R2 agonist	CHRM5 PAM	M4 antag	CHRM4 agonist	CRFR2-BP antag	Molecule
4	4	0	0	-1.4	-1	8	1	-8	CC(=O)C1=C(C)NC(=O)NC1c1ccccc1OCC(=O)NCCc1ccccc1 (configuration not stated)
2	-3	-1	4	-0.2	-1	5	4	-46	CCOC(=O)c1c(-c2cccs2)csc1NC(=O)CSc1ncn[nH]1
1	6	7	4	1.8	-3	-3	1	14	CCn1c(SCC(=O)O)nnc1-c1ccccc1OC
-3	7	2	-4	-0.6	-1	5	1	0	COc1ccc(C2/C(=C(/O)c3ccccc3)C(=O)C(=O)N2C)c(OC)c1 (configuration not stated)
4	2	0	-3	-0.4	-5	-15	3	-7	CCN(c1ccccc1)S(=O)(=O)c1ccc(C(=O)Nc2ncccc2O)cc1
1	4	2	-3	-0.3	5	13	3	-14	Cc1onc(-c2ccccc2)c1C(=O)N1CCCc2ccccc21
-2	1	6	-3	0.6	-14	-16	-2	5	Cc1ccccc1C(=O)Nc1ccccc1Sc1ccccc1
10	6	-5	3	1.3	5	-17	0	0	C/C=C/c1ccc(OCC(=O)OCC)c(OC)c1
1	9	2	-3	1.2	1	4	1	-11	O=C(Cn1ncc2c3ccccc3n(Cc3cccc(Cl)c3)c2c1=O)NCC1CCCO1 (configuration not stated)
-5	-4	3	1	0.2	-1	2	13	0	COCOCCn1cc(CN2CCS(=O)(=O)N(Cc3ccc(-c4ccccc4)cc3)C(CC(C)C)C2=O)nn1 (configuration not stated)
0	6	7	-3	0.6	6	-2	1	-15	COCCn1c(SC(C)C(=O)Nc2ccc(Cl)cn2)nnc1-c1ccncc1 (configuration not stated)
8	-8	-2	-2	-1.1	-7	-8	1	-4	CCN(CC)C(=O)CSc1nc2ncc(Br)cc2[nH]1
-9	-13	8	3	0.8	-6	-6	12	-6	CCN(C(=O)CCN1C(=O)/C(=C/c2ccccc2)SC1=S)C1CCS(=O)(=O)C1 (configuration not stated)
-2	1	-3	4	-0.8	-1	-11	2	4	COc1ccccc1NC(=O)CSc1nnc(Cc2cccn2C)n1-c1ccc(F)cc1
-4	4	8	-1	3.6	2	-9	0	-6	COc1ccc2cc(C#N)c(SCC(=O)N3CC(=O)Nc4ccccc43)nc2c1
5	5	4	-8	0.5	-10	2	1	33	CC(C)c1ccc(NC(=O)C2CC(=O)N=C(N)S2)cc1 (configuration not stated)
-1	6	2	0	-1.2	-6	2	1	-1	O=C(O)c1cc(NC(=O)c2cccc(F)c2)cc(NC(=O)c2cccc(F)c2)c1
3	10	9	0	2.8	-4	4	2	-15	Cc1ccc(N2C(N)=C(C#N)C3(C(=O)N(C)c4ccccc43)C3=C2CC(C)(C)CC3=O)cc1Cl (configuration not stated)
10	4	1	3	-2.0	-2	10	1	4	N#CC1=C(SCC(=O)NC2CC2)NC(=O)C(C#N)C12CCCCC2 (configuration not stated)
-9	11	-2	0	-1.5	4	9	0	19	CC(C)(C)C(=O)CSc1nc(N)cc(=O)[nH]1
0	2	4	-1	2.2	-1	3	0	2	COc1cc(NC(=O)C2CCCCC2)c(OC)cc1NC(=O)CCC(=O)NCc1ccco1
2	-1	12	-2	-1.5	-8	5	9	9	C=CCn1c(SCc2nc(N)nc(N(C)C)n2)nnc1-c1cccnc1
4	4	2	-6	1.9	-3	14	1	-11	CCOc1ccc(-n2c(=O)c3sccc3n(Cc3ccc(C)cc3)c2=O)cc1
7	18	-28	1	-0.9	12	-1	2	-15	CCCCN(Cc1ccco1)S(=O)(=O)c1csc(C(N)=O)c1
11	8	12	2	2.9	6	-5	0	2	O=C(Nc1ccc(Cl)cc1)c1ccc2c(c1)S(=O)(=O)c1ccccc1C2=O
-4	-2	11	1	0.2	-4	7	0	-6	Cc1noc(C)c1NC(=O)N(C)C[C@@H]1Oc2ncc(Br)cc2C(=O)N([C@@H](C)CO)C[C@@H]1C
4	15	4	-1	-1.7	-1	-15	8	-6	O=C(c1cccc(NS(=O)(=O)c2ccc(F)cc2)c1)N1CCN(c2ccccc2)CC1
5	.	0	3	.	-2	-11	1	.	N#Cc1ccc(C(C(=O)NC2CCCCC2)n2c(=O)c(-c3cc4ccccc4[nH]3)nc3ccccc32)cc1 (configuration not stated)
-1	0	0	0	-0.1	5	-5	1	-3	CCn1cc(C(=O)O)c(=O)c2cc(F)c(N3CCN(C(=S)NC(=O)c4c(OC)cccc4OC)CC3)cc21
15	14	5	3	0.6	3	8	-1	9	COCCCN1C(=O)C(O)=C(C(=O)c2ccco2)C1c1cccc(Br)c1 (configuration not stated)
-2	8	5	-10	0.4	8	3	0	7	CN1CCCC(C(=O)C(C#N)c2ccccc2)C1 (configuration not stated)
26	7	-3	1	0.9	6	-10	1	8	NS(=O)(=O)c1ccc(CCNC(=O)CCC2COc3ccccc3O2)cc1 (configuration not stated)
-6	2	5	-10	-0.1	-5	-6	1	4	OCCC1CN(Cc2cccc(O)c2)CCN1CCc1ccccc1 (configuration not stated)
-1	6	3	-1	-2.0	-3	1	1	51*	COC(=O)/C=C1/S/C(=N/NC(=O)c2ccc(Cl)cc2Cl)NC1=O
-4	5	4	4	2.5	3	7	-1	-5	O=[N+]([O-])c1ccc(O)c(C=Nc2cccc3ccccc23)c1
2	11	-1	1	2.7	6	3	2	14	O=C(O)C1C2C=CC(C2)C1C(=O)NCCCc1ccccc1 (configuration not stated)
4	-6	6	-5	-0.9	-4	6	2	28	CC(OC(=O)c1ccc([N+](=O)[O-])s1)C(=O)Nc1ncc(Cl)cc1Cl (configuration not stated)
-34	-22	77*	214*	105*	-31	37*	41*	-92	O=[N+]([O-])c1ccc(C2=NN(c3ccccc3)C(c3ccco3)C2)cc1 (configuration not stated)
9	6	5	-3	-0.6	6	10	0	5	O=C(c1c(F)cccc1F)N(Cc1ccccn1)C1CCCC1
4	-1	-1	0	-0.4	0	2	2	-9	CC(C)C/C(O)=C/c1nc2cc(Cl)ccc2oc1=O
9	16	3	-3	1.4	4	9	0	6	Cc1cc(C)n(CCC(=O)Nc2cccc(F)c2)n1
2	9	4	2	0.1	1	2	0	17	CC(C)(C)NC(=O)C(c1cccnc1)N(C(=O)c1ccc(Cl)nc1)C1CCCC1 (configuration not stated)
-1	10	-1	-3	1.6	8	1	1	-1	CCOC(=O)NNC(=O)NCCCCCCNC(=O)NNC(=O)OCC
4	10	-1	-1	31	0	-1	1	-43	Cn1c(O)c(C=Nc2ccc(N3CCOCC3)cc2)c(=O)n(C)c1=S
-3	9	3	-2	2.3	-5	-12	4	5	O=C(Nc1ccccc1)Nc1ccncc1
0	-2	1	2	-2.9	-1	-3	7	19	COc1cc(/C=C/C(=O)OCC(=O)NCCc2ccccc2)cc(OC)c1OC
5	4	-4	-1	-0.1	-1	-6	0	-31	COc1cccc(Nc2ncnc3c2cnn3-c2cccc(C)c2)c1
-2	9	3	0	3.8	1	-4	0	0	C[C@H](CO)N1C[C@H](C)[C@@H](CN(C)C)Oc2c(NS(=O)(=O)c3cn(C)cn3)cccc2C1=O
7	12	-3	1	-0.2	3	-13	1	4	O=C(Nc1c2c(nn1-c1ccccc1)CS(=O)(=O)C2)C1CC1
-2	-13	12	-6	-1.3	-4	-5	3	-23	CCOc1ccc2oc(=O)cc(CN3CCN(Cc4ccccc4)CC3)c2c1
-10	-8	10	5	-0.8	-16	20	23	-6	O=C(N/N=C\c1ccc(Cl)s1)C1COc2ccccc2O1 (configuration not stated)
1	5	-8	-5	0.6	2	3	2	2	CC1=NNC(=O)C1CCC(=O)N/N=C/C=C/c1ccccc1 (configuration not stated)
10	9	3	-6	-1.8	2	8	1	3	CC(C)CCN1C(=O)c2ccc(C(=O)NCc3ccccn3)cc2C1=O
0	1	-1	-2	-0.7	-2	1	0	7	Cc1ccccc1NC(=O)Cn1nc(C(F)(F)F)cc1C1CC1
-2	5	-1	-2	-1.8	-1	-2	0	-1	CCOC(=O)CCC(NC(=O)CC(=O)NC(CCC(=O)OCC)C(=O)OCC)C(=O)OCC (configuration not stated)
-13	14	7	-3	-1.0	-7	1	2	0	CCN(C(=O)Cc1c(C(=O)O)n(CC)c2ccccc12)c1ccccc1C
0	10	-1	-2	-1.0	0	7	4	-2	O=C(NCc1cccc2[nH]ccc12)C1CCC(=O)N(CCc2ccccc2)C1 (configuration not stated)
0	10	-3	4	4.5	2	1	1	-23	COc1cc(/C=C2\SC(=S)N(CC(=O)Nc3cccnc3)C2=O)cc(OC)c1OC
6	8	12	0	-2.9	0	1	0	5	Cc1nc2ccccc2n1S(=O)(=O)c1ccc(S(=O)(=O)N2CCCCCC2)cc1
-5	1	2	-8	-1.3	0	2	0	7	COc1ccc(C(CNC(=O)COc2ccc([N+](=O)[O-])cc2)N2CCCCC2)cc1 (configuration not stated)

Sorted by value in CHRM4 PAM (smallest number first): 5 from the list above.
smiles | CHRM4 PAM | CHRM1 PAM | M5 antag | M5 ag | CRFBP-R2 agonist | CHRM5 PAM | M4 antag | CHRM4 agonist | CRFR2-BP antag
COCOCCn1cc(CN2CCS(=O)(=O)N(Cc3ccc(-c4ccccc4)cc3)C(CC(C)C)C2=O)nn1 (configuration not stated) | -5 | -4 | 3 | 1 | 0.2 | -1 | 2 | 13 | 0
Cc1ccccc1C(=O)Nc1ccccc1Sc1ccccc1 | -2 | 1 | 6 | -3 | 0.6 | -14 | -16 | -2 | 5
COc1cc(/C=C2\SC(=S)N(CC(=O)Nc3cccnc3)C2=O)cc(OC)c1OC | 0 | 10 | -3 | 4 | 4.5 | 2 | 1 | 1 | -23
CC(C)c1ccc(NC(=O)C2CC(=O)N=C(N)S2)cc1 (configuration not stated) | 5 | 5 | 4 | -8 | 0.5 | -10 | 2 | 1 | 33
Cc1cc(C)n(CCC(=O)Nc2cccc(F)c2)n1 | 9 | 16 | 3 | -3 | 1.4 | 4 | 9 | 0 | 6

Going on with the list.
CHRM4 PAM	CHRM1 PAM	M5 antag	M5 ag	CRFBP-R2 agonist	CHRM5 PAM	M4 antag	CHRM4 agonist	CRFR2-BP antag	Molecule
21	8	-4	-5	0.5	10	-29	0	0	COc1ccc(N2C(=O)CC3(CCCC3)CC2=O)cc1
-5	-4	10	-7	0.6	-7	6	2	19	CCCC1=Nc2cc(C(=O)N3CCC(C(=O)OCC)CC3)ccc2Sc2ccccc21
4	-6	-4	-3	-0.1	7	-9	3	-8	Cc1ccc(NC(=O)COC(=O)C2CSC3(C)CCC(=O)N23)cc1S(=O)(=O)N1CCOCC1 (configuration not stated)
-14	-21	5	-3	.	-12	-2	4	.	Cc1ccc(Cc2c(C3CCCCC3)nc3ccc(C)cn23)cc1
-6	5	6	2	-0.6	-11	-3	8	1	CCN(CC)S(=O)(=O)c1ccc2oc(C(=O)N3CCCCCC3)c(C)c2c1
6	18	-3	-1	-0.4	5	-1	0	-11	Cc1cccc(NC(=O)Nc2cc(C)cc(C)n2)c1
-25	-38	99*	-11	-1.4	-18	91*	1	4	O=C(OCCN1CCCCC1)C1(c2ccccc2)CCCC1
-5	-9	-2	0	-1.0	4	-9	1	-10	C/C(=C\c1ccccc1)C(=O)Nc1cc(C)on1
